# Screening data (PubChem BioAssay)
# PAFAH1B2 inh: inhibitors of human PAFAH1B2 | recombinant PAFAH1B2, FP-rhodamine activity probe, fluorescence polarization | inhibition, % at 3.39 µM | hit rate 1.2% among 340,000;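 active = inhibition above the mean of all tested compounds plus 3 SD, cut at about 24% in these data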;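 also: 0% = enzyme with DMSO and 100% = wells lacking PAFAH1B2; many of its hits are not listed in these tables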
# GSTO1 inh: counter-screen for RBBP9 inhibitors: inhibitors of human GSTO1; P78417; recombinant GSTO1, activity-based probe fluorescence polarization; inhibition, % at 5.96 µM; hit rate 1.1% among 300,000;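 active = inhibition above the campaign mean inhibition plus 3 SD, cut at about 35% in these data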;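 also: 0% = GSTO1-1 with DMSO and 100% = wells lacking GSTO1-1 enzyme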
# Target sequence (P78417 whole entry, looked up): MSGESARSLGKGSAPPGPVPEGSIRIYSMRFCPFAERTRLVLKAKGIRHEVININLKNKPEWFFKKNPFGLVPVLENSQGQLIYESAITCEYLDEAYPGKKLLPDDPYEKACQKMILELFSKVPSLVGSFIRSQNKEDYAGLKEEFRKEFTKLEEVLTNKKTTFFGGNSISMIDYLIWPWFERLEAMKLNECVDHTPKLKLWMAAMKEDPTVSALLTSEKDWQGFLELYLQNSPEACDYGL
# PME-1 primary: blocks human protein phosphatase methylesterase 1; inhibition, % at 5.9 µM; Q9Y570; hit rate 0.53% among 320,000; recombinant PME-1, FP-Rh probe fluorescence polarization; AID 2130;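 active = inhibition above the campaign mean of all compounds plus 3 SD, cut at about 26% in these data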;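 also: competitive labeling of PME-1 active site by serine hydrolase directed probe; 0% = PME-1 with DMSO and 100% = wells lacking PME-1 enzyme; inhibitors block probe labeling so polarization falls and inhibition rises; many of its hits are not listed in these tables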
# PAFAH2 FP inh: inhibitors of human PAFAH2 | hit rate 0.99% among 340,000 | AID 492956 | recombinant PAFAH2, FP-rhodamine activity probe, fluorescence polarization | inhibition, % at 3.39 µM | Q99487;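 active = inhibition above the mean over all tested compounds plus 3 SD, cut at about 30% in these data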;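 also: inhibitors block probe labeling of enzyme so polarization drops; 0% = enzyme with DMSO and 100% = wells lacking PAFAH2 protein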
# PAD4 FP inh: inhibitors of human PAD4; Q9UM07; recombinant PAD4, RCA probe fluorescence polarization; inhibition, % at 6.36 µM; hit rate 0.41% among 330,000; AID 485272;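 active = percent inhibition above a cutoff equal to the mean of all tested compounds plus 3 SD, cut at about 15% in these data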;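 also: 0% = PAD4 with RCA probe and DMSO and 100% = probe without PAD4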
# LYPLA2 inh: counter-screen for PME1 inhibitors: inhibitors of human LYPLA2 | hit rate 0.38% among 320,000 | recombinant LYPLA2, FP-Rh probe fluorescence polarization | inhibition, % at 5.9 µM;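 active = inhibition above the screen-wide mean plus 3 SD, limit set per campaign, cut at about 26% in these data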;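 also: 0% = LYPLA2 with DMSO and 100% = wells lacking LYPLA2 enzyme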
# LYPLA1 inh: counter-screen for PME1 inhibitors: inhibitors of human LYPLA1 | recombinant LYPLA1, FP-Rh probe fluorescence polarization | AID 2174 | hit rate 0.16% among 320,000 | O75608 | inhibition, % at 5.9 µM;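 active = inhibition above the mean of all tested compounds plus 3 SD, set per campaign, cut at about 14% in these data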;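 also: inhibitors block serine hydrolase probe labeling of LYPLA1 so polarization falls; 0% = enzyme with DMSO and 100% = wells lacking LYPLA1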
# PAFAH1B3 FP inh: inhibitors of human PAFAH1B3 | recombinant PAFAH1B3, FP-rhodamine probe, fluorescence polarization | inhibition, % at 3.39 µM | hit rate 0.28% among 340,000;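 active = inhibition above the screen-wide average of all tested compounds plus 3 SD, cut at about 25% in these data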;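 also: 0% = enzyme with DMSO only and 100% = wells lacking PAFAH1B3 protein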
# Target sequence (Q15102 whole entry, looked up): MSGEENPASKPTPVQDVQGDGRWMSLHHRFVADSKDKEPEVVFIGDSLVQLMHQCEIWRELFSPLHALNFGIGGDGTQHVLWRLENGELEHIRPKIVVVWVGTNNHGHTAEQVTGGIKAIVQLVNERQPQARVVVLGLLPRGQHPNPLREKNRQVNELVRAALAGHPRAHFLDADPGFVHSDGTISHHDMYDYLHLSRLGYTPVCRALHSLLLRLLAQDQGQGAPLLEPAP
# pPAFAH FP inh: pPAFAH (human) enzyme inhibition; inhibition, % at 3.39 µM; Q13093; hit rate 1.5% among 330,000; recombinant pPAFAH, FP-rhodamine probe fluorescence polarization;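 active = inhibition above the mean inhibition across the screen plus 3 SD, cut at about 25% in these data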;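 also: inhibitors block binding of the rhodamine activity-based probe so polarization drops; 0% = enzyme with DMSO and 100% = wells lacking pPAFAH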
# Target sequence (Q13093 whole entry, looked up): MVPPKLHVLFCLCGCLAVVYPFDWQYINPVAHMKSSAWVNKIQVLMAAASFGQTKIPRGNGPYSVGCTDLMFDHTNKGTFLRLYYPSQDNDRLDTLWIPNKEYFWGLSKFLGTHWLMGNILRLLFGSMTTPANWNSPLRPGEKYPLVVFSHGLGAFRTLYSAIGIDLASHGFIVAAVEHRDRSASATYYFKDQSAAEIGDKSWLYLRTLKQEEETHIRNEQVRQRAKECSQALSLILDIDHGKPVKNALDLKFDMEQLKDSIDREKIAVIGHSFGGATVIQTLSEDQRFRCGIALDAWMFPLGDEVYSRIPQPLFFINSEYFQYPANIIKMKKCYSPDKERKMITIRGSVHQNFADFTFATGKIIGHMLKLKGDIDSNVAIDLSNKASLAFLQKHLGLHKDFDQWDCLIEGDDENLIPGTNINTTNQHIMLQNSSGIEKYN
# * hit, by the source's call; x = no result given. Not all compounds are listed; the hit share may differ from the screen's.
SMILES,PAFAH1B2 inh,GSTO1 inh,PME-1 primary,PAFAH2 FP inh,PAD4 FP inh,LYPLA2 inh,LYPLA1 inh,PAFAH1B3 FP inh,pPAFAH FP inh
CC(C)CCNC(=O)c1cc2c(=O)[nH]c3ccccc3c2s1,7.0,-9.3,-3.6,-1.2,3.6,0.7,1.8,5.0,-0.3
O=S(=O)(Nc1cc(Cl)cc(Cl)c1)N1CCOCC1,7.8,6.9,-1.2,7.3,-2.6,-7.0,2.1,3.8,2.9
COc1ccccc1CCNS(=O)(=O)CCNC(=O)c1ccccc1,-0.5,5.5,-0.3,6.7,0.8,3.0,-1.5,10.0,3.8
Cc1ccc(N(C)S(=O)(=O)c2cc3c(cc2C)NC(=O)CO3)cc1,23.8,0.8,1.0,-0.7,1.3,-2.7,-0.2,-2.5,3.6
Oc1ccc(/C=N/NC(=S)Nc2cccnc2)cc1,-1.7,-1.2,1.8,-5.7,-8.1,9.1,0.2,7.3,4.5
CCC(C)(C)NC(=O)C(c1ccncc1)N(C(=O)c1sc(C)nc1C)c1ccc(C)cc1 (configuration not stated),1.1,0.5,-3.2,6.3,0.9,-0.6,-3.4,3.2,-10.0
C=CCNC(=O)c1ccccc1NC(=O)COc1ccccc1,5.2,2.8,-1.5,2.1,-7.0,-1.5,1.1,-0.2,5.1
Cn1cccc1C(=O)OCC(=O)c1ccc(Br)s1,3.5,x,x,40.2*,3.1,x,x,11.9,6.6
CCC(=O)N1c2ccc(S(=O)(=O)NC3CCCCC3)cc2CC1C (configuration not stated),6.3,-1.1,7.2,5.4,3.8,5.2,4.1,7.5,13.5
Cn1c(=O)c(=O)n(C)c2cc(S(=O)(=O)CCC(=O)Nc3cccc(C(F)(F)F)c3)ccc21,5.7,1.1,5.3,5.2,-0.3,-0.3,4.0,3.8,-1.7
Cc1cccc(-c2nnc(-c3ccccc3)o2)c1,-2.9,-4.1,4.2,-4.8,-2.2,5.9,2.8,7.1,4.1
CC(=O)Nc1ccc(S(=O)(=O)N2CCN=C2SCc2ccc([N+](=O)[O-])cc2)cc1,1.4,7.1,7.7,4.7,-4.1,21.1,-1.9,-5.2,8.3
O=C(CN(Cc1ccccc1Cl)C(=O)CN1C(=O)CSc2ccccc21)NC1CC1,2.1,3.6,-4.5,8.5,0.5,-5.9,-1.5,-4.9,-7.3
Cc1ccsc1/C=C(\CC(=O)O)c1nc2ccccc2o1,-0.2,-9.7,3.6,5.2,-3.7,4.3,-6.6,-0.8,0.8
C(#CCN1CCC(Cc2ccccc2)CC1)COCCOCc1ccccc1,-0.9,28.3,4.4,-5.7,8.5,9.4,4.0,11.5,6.7
CC(OC(=O)c1ccc(NC(=O)CC#N)cc1)C(=O)NCCC1=CCCCC1 (configuration not stated),-0.3,x,-11.9,-2.1,-2.8,-19.1,-12.2,2.9,-17.0
CCCSc1cc(N2CCN(C)CC2)nc(-c2ccc(OC)cc2)n1,0.3,-1.1,-1.3,-4.2,-0.8,2.1,0.0,4.7,-3.5
CC(c1nnc(SCC(=O)Nc2cccnc2Cl)n1-c1ccccc1)N(C)C (configuration not stated),0.6,2.7,1.3,-4.4,2.8,0.9,2.3,2.2,-4.2
C[C@H](CO)N1C[C@H](C)[C@@H](CN(C)Cc2ccc3c(c2)OCO3)Oc2c(NC(=O)Cc3ccccc3)cccc2C1=O,5.2,x,x,4.6,5.6,x,x,3.5,5.5
COC(=O)C1=C(N)Oc2c(oc(CO)cc2=O)C1c1ccccc1F (configuration not stated),3.0,3.3,-1.5,-1.1,6.4,-5.3,-1.7,-0.5,-0.9
CCCCNC(=O)CCCCC(=O)N/N=C/c1cccc(Cl)c1,5.0,4.1,-3.5,-28.7,-2.9,9.0,-0.5,-10.8,-0.6
O=C(NCCN1CCCCCC1)C1CCCN1S(=O)(=O)c1cccc2nsnc12 (configuration not stated),4.7,-7.6,-6.0,0.1,1.4,4.6,-1.0,-2.6,2.5
Cc1ccc(-c2nnc(-c3ccccc3)c(N3CCOCC3)n2)cc1,1.9,4.8,-0.8,3.5,4.0,-6.1,-5.0,5.1,-3.0
Cc1[nH]n(-c2ccccc2)c(=O)c1N=Nc1ccc(C(=O)O)cc1,-0.2,-8.2,-5.8,9.9,-4.6,0.1,0.4,5.2,0.7
O=C(NC(=S)NCCN1CCOCC1)c1ccc(Cl)cc1,3.5,1.3,1.6,1.4,-3.4,-1.2,1.7,3.2,-0.7

# (next part)
SMILES,PAFAH1B2 inh,GSTO1 inh,PME-1 primary,PAFAH2 FP inh,PAD4 FP inh,LYPLA2 inh,LYPLA1 inh,PAFAH1B3 FP inh,pPAFAH FP inh
Cc1ccc(C(=O)N/N=C\C=C\c2ccc(Br)cc2)cn1,-0.2,-2.2,-5.9,-2.3,-0.8,-5.9,-4.3,-2.9,4.4
CCC(=O)N1CCN(c2ccccc2NC(=S)NC(=O)c2ccco2)CC1,-3.8,6.9,3.3,4.5,-1.5,-3.3,-2.0,2.1,-0.6
COC(=O)Cc1c(C)c2ccc(OCC(=O)N3CCCC(C)C3)c(C)c2oc1=O (configuration not stated),3.6,-1.2,9.9,-2.6,-0.5,8.0,-12.0,0.1,8.9
Cc1nc(-c2ccc(S(=O)(=O)N3CCCN(CCc4ccccc4)CC3)s2)cs1,x,2.5,2.2,x,5.5,61.0*,8.5,x,5.6
Cc1cc(C(=O)OCn2nnc3ccccc3c2=O)c(C)n1-c1ccccc1,-1.9,-4.9,-3.2,9.4,-2.4,1.0,-4.8,7.5,8.2
CCOC(=O)N/N=C(\C)c1ccc(-n2cnnn2)cc1,3.8,-0.6,3.0,-7.2,-3.0,14.5,-0.6,-1.0,-2.4
CNCc1c(C)nn(-c2ccccc2)c1C,2.0,-5.7,0.3,1.0,-1.8,4.2,-0.1,-1.5,5.4
O=C(CSc1nnc(-c2cccnc2)n1-c1ccccc1)Nc1ccccn1,-1.1,8.7,4.1,0.2,6.2,-1.5,-6.9,3.0,-5.3
COc1ccc(/C=C(\C#N)C(=O)OCC(=O)NC2CC2)cc1,-3.2,5.5,-5.4,0.5,-0.5,-3.2,-1.4,-1.7,4.0
CN1CCN(Cc2nc3cc(NC(=O)COc4ccc([N+](=O)[O-])cc4)ccc3n2C)CC1,-0.3,8.8,-4.2,3.7,-2.8,10.9,-0.4,3.5,0.9
O=C(Nc1cccc2ccccc12)N(CCO)C1CCS(=O)(=O)C1 (configuration not stated),2.4,5.8,0.9,4.2,-5.6,-11.2,-2.0,-7.5,-2.4
CCOc1ccc(CCNC(=O)C(C)n2nc(C)n3c(cc4occc43)c2=O)cc1OCC (configuration not stated),0.0,-2.8,-3.5,-1.2,0.6,7.0,0.2,2.0,1.9
CCCNC(=S)NC1CC2CCCC(C1)N2Cc1ccc(F)cc1 (configuration not stated),-4.1,0.6,1.1,-5.9,4.4,4.2,2.5,4.1,4.7
COc1cc2nc(NCC3CCCO3)n3nc(-c4cccnc4)nc3c2cc1OC (configuration not stated),-2.4,-3.8,-1.2,-2.0,-0.4,3.9,2.8,-3.0,5.0
COc1ccccc1NC(=O)CN(C)S(=O)(=O)c1ccc(F)cc1,-0.2,2.0,-4.3,-4.3,-2.0,0.4,-1.1,7.4,5.0
CC1=NC(Nc2nc(C)c3ccccc3n2)=NC(C)(C)C1,4.3,-4.9,2.2,-8.5,-4.7,0.3,-0.7,3.5,0.8
CCN(CC)S(=O)(=O)c1ccc(NCC2COc3ccccc3O2)c([N+](=O)[O-])c1 (configuration not stated),-1.3,0.4,9.1,-5.1,-4.9,12.0,3.1,3.2,11.1
Cc1ccc(C(=O)NC(=S)N2CCCCCC2)cc1,1.8,x,2.2,4.6,3.3,9.9,-0.4,5.3,1.3
CCOC(=O)c1cc2c(nc1NC(=S)Nc1ccccc1)CC(C)(C)OC2,2.7,-7.1,1.3,-4.4,4.3,2.8,0.0,2.2,-5.3
CC(=O)c1ccccc1NC(=O)COC(=O)/C=C/c1ccc(C)o1,2.1,-6.1,-1.1,31.4*,-3.7,-1.6,-2.2,1.0,6.2
COc1ccc(S(=O)(=O)N(C)CC(=O)NCCCN2CCOCC2)cc1Cl,2.4,-3.0,2.8,-8.4,5.0,2.8,0.3,7.0,1.1
N/C(=N\OC(=O)C1CCCCC1)c1ccccn1,5.0,-3.8,-3.2,-3.1,0.6,1.1,-0.4,-2.2,5.0
Cc1cc(C(=O)CSc2nnnn2-c2ccc(O)cc2)c(C)n1C,3.2,-0.9,-0.9,4.0,-3.9,-0.9,0.6,-8.8,1.7
C=C(C)CN(CC)C(=O)CC1C(=O)NCCN1CC(C)(C)C (configuration not stated),1.4,4.2,9.1,5.1,-3.5,2.7,3.6,5.0,-0.8
CCCCN(C)C(=O)C1CCN(Cc2cccc(OCc3ccccc3)c2)CC1,-0.5,7.0,2.9,-2.8,-2.6,8.8,-0.7,7.9,8.1

# 2 compounds from above with just PAD4 FP inh:
SMILES	PAD4 FP inh
CC1=NC(Nc2nc(C)c3ccccc3n2)=NC(C)(C)C1	-4.7
COc1ccc(S(=O)(=O)N(C)CC(=O)NCCCN2CCOCC2)cc1Cl	5.0

# (cont.)
SMILES,PAFAH1B2 inh,GSTO1 inh,PME-1 primary,PAFAH2 FP inh,PAD4 FP inh,LYPLA2 inh,LYPLA1 inh,PAFAH1B3 FP inh,pPAFAH FP inh
O=C(N/N=C\c1cc2c(cc1Cl)OCO2)c1ccc(Br)s1,-6.7,2.2,-0.6,0.5,4.7,1.9,-3.4,-1.8,1.7
CCOC(=O)c1[nH]c2ccc(OC)cc2c1NC(=O)CCN1CCC(C)CC1,x,1.7,-7.1,x,-2.0,2.3,-1.9,x,3.3
CC1(C)NC(=O)N(CCCCOc2ccccc2[N+](=O)[O-])C1=O,x,-3.7,2.5,x,-2.3,0.7,4.0,x,-4.3
Cn1c(=O)c2ccccc2n(Cc2ccccc2F)c1=O,4.3,-1.2,5.1,-0.4,-0.4,5.4,3.1,1.5,4.8
CC(=O)Nc1ccc(S(=O)(=O)NCC(=O)OCc2ccccc2)cc1,5.1,9.5,1.9,0.4,0.4,-2.3,-1.6,0.8,-0.2
COC(=O)c1ccccc1NC(=O)C1CC(=O)N(c2ccccc2)C1 (configuration not stated),-1.6,4.0,-4.1,-1.8,2.4,-1.5,2.2,5.2,-0.7
CCOc1ccc(CCNC(=O)CCn2nc(C)c3c(C)n(-c4ccccc4)nc3c2=O)cc1,0.3,7.2,0.4,-4.5,0.5,3.8,-1.1,2.2,2.4
Nc1cccc(-c2nc3ccc(C(=O)c4ccccc4)cc3[nH]2)c1,7.9,-1.8,15.5,-3.6,-2.8,-7.4,-6.3,1.6,11.1
CCn1nc(C)cc1C(=O)N1CCCC(CCC(=O)NCc2ccccc2F)C1 (configuration not stated),-0.3,3.5,-1.1,-1.7,-3.3,8.9,5.4,1.6,5.3
N#Cc1cccc(NC(=O)C2SC(=Nc3ccccc3)C(C(=O)N3CCOCC3)=C2N)c1 (configuration not stated),8.1,5.9,4.3,-5.0,3.1,10.8,4.5,10.7,5.2
COC(=O)c1ccc(CSc2nc3ccc(S(=O)(=O)N4CCOCC4)cc3[nH]2)cc1,-1.2,2.0,-13.3,2.3,-0.5,4.9,-4.6,6.3,-3.7
COc1ccc(S(=O)(=O)N2CC(C)N(S(=O)(=O)c3ccc(OC)cc3)CC2C)cc1 (configuration not stated),x,-4.9,3.3,x,-2.1,3.4,5.2,x,2.9
O=S(=O)(NC1CCCC1)c1cc(F)ccc1F,-0.1,2.1,1.5,4.7,2.1,5.5,0.4,8.1,5.0
